Screens deposited in PubChem by The Scripps Research Institute Molecular Screening Center.
PAD4 FP inh: PAD4 (human) enzyme inhibition | actives 0.41% (n = 330,000) | AID 485272 | recombinant PAD4, RCA probe fluorescence polarization | inhibition, % at 6.36 µM | Q9UM07;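 active = percent inhibition above a cutoff equal to the mean of all tested compounds plus 3 SD, cut at about 15% in these data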;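 note: 0% = PAD4 with RCA probe and DMSO and 100% = probe without PAD4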
PAFAH1B2 FP inh: inhibitors of human PAFAH1B2 | actives 1.2% (n = 340,000) | inhibition, % at 3.39 µM | AID 492953 | recombinant PAFAH1B2, FP-rhodamine activity probe, fluorescence polarization | P68402;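 active = inhibition above the mean of all tested compounds plus 3 SD, cut at about 24% in these data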;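 note: 0% = enzyme with DMSO and 100% = wells lacking PAFAH1B2; many of its hits are not listed in these tables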
pPAFAH inh: pPAFAH (human) enzyme inhibition; Q13093; recombinant pPAFAH, FP-rhodamine probe fluorescence polarization; inhibition, % at 3.39 µM; actives 1.5% (n = 330,000); AID 463082;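 active = inhibition above the mean inhibition across the screen plus 3 SD, cut at about 25% in these data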;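 note: inhibitors block binding of the rhodamine activity-based probe so polarization drops; 0% = enzyme with DMSO and 100% = wells lacking pPAFAH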
Target sequence (Q13093 whole entry, looked up): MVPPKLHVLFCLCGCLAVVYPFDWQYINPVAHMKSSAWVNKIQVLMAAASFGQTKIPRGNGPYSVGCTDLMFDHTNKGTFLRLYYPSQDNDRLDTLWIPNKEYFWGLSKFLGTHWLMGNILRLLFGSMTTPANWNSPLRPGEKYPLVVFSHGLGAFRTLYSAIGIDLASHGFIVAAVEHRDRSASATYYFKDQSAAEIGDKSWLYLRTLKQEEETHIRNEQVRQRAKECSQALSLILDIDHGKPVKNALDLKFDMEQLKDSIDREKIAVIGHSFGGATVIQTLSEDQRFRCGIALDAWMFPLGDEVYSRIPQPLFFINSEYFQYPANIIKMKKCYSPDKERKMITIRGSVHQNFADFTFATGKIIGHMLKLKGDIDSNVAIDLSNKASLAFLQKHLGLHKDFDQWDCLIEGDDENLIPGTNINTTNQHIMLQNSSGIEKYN
PREPL inhibitor: human PREPL enzyme inhibition. Q4J6C6. recombinant PREPL, fluorescence polarization activity-based probe. inhibition, % at 5.96 µM. actives 0.68% (n = 320,000); in the data active = inhibition above about 43%;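 note: 0% = enzyme with DMSO and 100% = wells lacking enzyme; many of its hits are not listed in these tables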
LYPLA1 inh: LYPLA1 (human) inhibition in PME1 counter-screen. recombinant LYPLA1, FP-Rh probe fluorescence polarization. inhibition, % at 5.9 µM. actives 0.16% (n = 320,000). O75608;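 active = inhibition above the mean of all tested compounds plus 3 SD, set per campaign, cut at about 14% in these data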;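 note: inhibitors block serine hydrolase probe labeling of LYPLA1 so polarization falls; 0% = enzyme with DMSO and 100% = wells lacking LYPLA1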
Target sequence (O75608 whole entry, looked up): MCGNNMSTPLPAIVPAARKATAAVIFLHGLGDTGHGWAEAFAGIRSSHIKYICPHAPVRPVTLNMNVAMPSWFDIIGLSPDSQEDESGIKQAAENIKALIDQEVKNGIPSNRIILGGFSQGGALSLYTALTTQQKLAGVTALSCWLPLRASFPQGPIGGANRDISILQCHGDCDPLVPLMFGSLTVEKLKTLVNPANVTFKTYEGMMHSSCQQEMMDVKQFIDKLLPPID
PAFAH2 inh: inhibitors of human PAFAH2. Q99487. recombinant PAFAH2, FP-rhodamine activity probe, fluorescence polarization. inhibition, % at 3.39 µM. actives 0.99% (n = 340,000). AID 492956;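 active = inhibition above the mean over all tested compounds plus 3 SD, cut at about 30% in these data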;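 note: inhibitors block probe labeling of enzyme so polarization drops; 0% = enzyme with DMSO and 100% = wells lacking PAFAH2 protein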
GSTO1 inh: counter-screen for RBBP9 inhibitors: inhibitors of human GSTO1; inhibition, % at 5.96 µM; actives 1.1% (n = 300,000); recombinant GSTO1, activity-based probe fluorescence polarization; P78417;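 active = inhibition above the campaign mean inhibition plus 3 SD, cut at about 35% in these data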;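 note: 0% = GSTO1-1 with DMSO and 100% = wells lacking GSTO1-1 enzyme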
LYPLA2 counter: counter-screen for PME1 inhibitors: inhibitors of human LYPLA2; O95372; recombinant LYPLA2, FP-Rh probe fluorescence polarization; inhibition, % at 5.9 µM; actives 0.38% (n = 320,000);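 active = inhibition above the screen-wide mean plus 3 SD, limit set per campaign, cut at about 26% in these data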;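 note: 0% = LYPLA2 with DMSO and 100% = wells lacking LYPLA2 enzyme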
Target sequence (O95372 whole entry, looked up): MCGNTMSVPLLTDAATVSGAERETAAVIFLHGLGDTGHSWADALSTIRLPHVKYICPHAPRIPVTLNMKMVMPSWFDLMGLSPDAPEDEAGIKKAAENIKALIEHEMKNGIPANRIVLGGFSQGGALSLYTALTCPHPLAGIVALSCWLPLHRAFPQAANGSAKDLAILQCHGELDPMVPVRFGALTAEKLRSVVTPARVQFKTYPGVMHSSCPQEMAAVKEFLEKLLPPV
PAFAH1B3 inh: blocks human PAF acetylhydrolase 1B catalytic subunit 3. Q15102. recombinant PAFAH1B3, FP-rhodamine probe, fluorescence polarization. inhibition, % at 3.39 µM. actives 0.28% (n = 340,000);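 active = inhibition above the screen-wide average of all tested compounds plus 3 SD, cut at about 25% in these data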;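 note: 0% = enzyme with DMSO only and 100% = wells lacking PAFAH1B3 protein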
* marks the source's active call; other numbers are inactive results; . = no result given. An excerpt, so the mix of outcomes need not match the whole.

SMILES	PAD4 FP inh	PAFAH1B2 FP inh	pPAFAH inh	PREPL inhibitor	LYPLA1 inh	PAFAH2 inh	GSTO1 inh	LYPLA2 counter	PAFAH1B3 inh
Cc1cc(C)nc(N(C#N)CCOc2ccc(Cl)cc2)n1	1	11	7	-7	5	7	10	8	5
CCOC(=O)CSC1=C(C#N)C(c2ccc(C)cc2)C2=C(CCCC2=O)N1 (stereo unspecified)	-2	0	-1	8	-2	-1	3	-5	-5
O=[N+]([O-])c1ccccc1CN1CCN(Cc2c[nH]c3ccccc23)CC1	-3	.	0	5	1	.	6	9	.
O=C(C[n+]1cc(-c2ccccc2)n2c1CCC2)Nc1nc(-c2ccc(F)cc2)cs1	-3	9	9	-33	-2	11	-2	5	2
Cc1cccc(C)c1NS(=O)(=O)c1cc2c3c(c1)CCN3C(=O)CC2	1	1	6	5	0	3	5	-2	6
O=C(O)CCCC(=O)N1CCOCCOCCOCCOCC1	-1	7	3	7	-1	2	7	-10	-10
Cc1ccccc1OCC(=O)NCCc1nc2ccccc2[nH]1	1	0	-1	-3	1	0	4	-5	-1
O=C(NCCc1ccccc1)c1cccc(N2CCCC2=O)c1	-3	10	3	5	0	0	3	-1	1
Cc1nc2ccc(Cl)cc2c(-c2ccccc2F)c1CC(=O)O	6	5	-2	0	0	-1	1	8	-3
O=C(O)C1CCCCC1C(=O)NCCc1ccc(F)cc1 (stereo unspecified)	-2	12	-8	19	2	0	5	1	1
Cc1ccc(N(CC(=O)Nc2ccc(C)cc2C)S(=O)(=O)N2CCCC2)cc1	2	4	2	-4	-2	4	2	-2	12
CCN(C(=O)Cc1ccc(NC2=NC3CS(=O)(=O)CC3S2)cc1)c1ccccc1 (stereo unspecified)	-4	10	-7	6	0	-1	-1	1	7
Cc1ccccc1COCCN1CCN(S(=O)(=O)c2ccccc2)CCC1=O	-2	5	7	21	1	-5	-3	-7	7
COCCCNC(=O)Cn1ncc2ccsc2c1=O	2	2	6	3	1	-4	-1	-2	-1
O=C(c1ccc(S(=O)(=O)Nc2ccccc2Cl)cc1)N1CCCC1	1	1	5	20	.	8	.	.	-4
CN(c1ccccc1)S(=O)(=O)c1ccc(C(=O)NCc2cccs2)cc1	-5	0	-2	-7	2	-1	4	2	10
CC(C)N(C(=O)C(=O)c1cccn1-c1ccccc1C#N)C(C)C	4	1	4	6	0	-5	9	3	-1
O=C(NC1CCCCCC1)C(=S)NC1CCCCC1	-2	-2	1	2	1	-5	0	2	4
O=C(O)C1C2CC2CN1C(=O)c1ccc(Cl)cc1 (stereo unspecified)	-1	.	1	4	-2	.	9	5	.
Cn1c(NC(=O)c2ccc(Br)o2)cc(=O)n(C)c1=O	6	-6	7	2	-1	-5	-5	4	-8
CCCCc1ccc(NC(=S)NCc2cccs2)cc1	0	2	-1	-8	-10	-5	-3	-8	4
COc1ccccc1CNS(=O)(=O)c1ccc(-n2cnnn2)c(OC)c1	-1	3	0	0	1	3	0	7	3
COc1ccc(N2C(=O)CC(NCCNc3ccc([N+](=O)[O-])cn3)C2=O)cc1 (stereo unspecified)	3	-3	12	5	0	-3	-2	6	-3
CCN(CC)CCC(c1ccc(N(C)C)cc1)c1c(O)cc(OC)cc1OC (stereo unspecified)	-12	7	-3	25	0	-2	0	-5	3
CCN(CC)CCNC(=O)c1ccc(NC(=O)Nc2cccc3ccccc23)cc1	-2	1	0	33	-2	-4	3	-6	8
O=C(O)CCCCCN1C(=O)c2ccc(C(=O)O)cc2C1=O	1	1	4	1	0	8	5	3	8
CN(c1ccccc1)S(=O)(=O)c1ccc(Cl)c(C(=O)Nc2ccc(-c3nc4ccccc4[nH]3)cc2)c1	-8	-43	-36	-3	-42	-102	-34	-84	-108
CC(=O)C1C(c2ccccc2)c2c(noc2C)CC1(C)O (stereo unspecified)	2	5	-8	2	0	-2	5	4	3
C/C=C/C(=O)OCC(=O)Nc1cccc(F)c1	-5	-2	3	1	-1	78*	-2	-1	5
Cc1ccc(NC(=O)O/N=C2\CCCCC2c2ccc([N+](=O)[O-])cc2[N+](=O)[O-])cc1 (stereo unspecified)	-3	-1	10	4	-1	3	11	2	2
COc1cccc(C2CC(c3ccc(Cl)cc3Cl)n3nc(N)nc3N2)c1 (stereo unspecified)	1	4	6	29	-2	-3	-4	0	-2
COc1cc2[nH]c(=O)n(CCC(=O)NCCCN3CCN(c4ccccc4F)CC3)c(=O)c2cc1OC	-1	0	-7	0	2	-1	-5	-4	5
Cc1ccc(NC(=O)Cn2c(O)c(N=NC(=O)c3ccncc3)c3ccccc32)cc1	-3	5	5	0	0	4	1	3	6
Cc1noc(C)c1C(=O)Nc1ccc(F)c(F)c1	-3	6	2	25	-3	4	-14	14	-3
O=c1cc(CSc2nnnn2-c2ccccc2)nc2sccn12	-2	-2	3	5	1	5	10	5	-5
CCOC(=O)C(C)n1nc(/C=C/c2ccccc2)ccc1=O (stereo unspecified)	-2	0	2	6	-3	-3	-4	-3	5
Cc1ccc(S(=O)(=O)CC#CCOC(=O)c2ccc([N+](=O)[O-])cc2)cc1	-9	.	0	-9	3	.	25	8	.
Cc1cc(C(=O)N2CCN(c3ccc([N+](=O)[O-])cc3)CC2)no1	-3	4	2	12	-4	-3	-3	0	13
O=C(NC(=S)NC1CCCC1)c1ccccc1Br	4	-3	1	10	-1	-2	5	14	7
N#Cc1c(-c2ccccc2)nc(SCC(=O)N(c2ccccc2)c2ccccc2)[nH]c1=O	6	39*	0	6	-4	-4	-20	-6	8
CC1(C)OC(=O)C=C(CC2NS(=O)(=O)OC3CCCCC23)O1 (stereo unspecified)	1	6	0	-5	4	3	1	-2	1
COC(=O)c1ccc(NC(=O)Nc2ccc3c(c2)OCO3)cc1	6	0	9	12	-4	1	13	0	13
COc1cccc(/C=N/NC(=O)C(=O)NCc2cccnc2)c1	-2	7	-6	12	-3	-1	10	-3	5
O=C(Cn1cnc2c(NCc3ccccc3)ncnc21)NCc1ccccc1	-2	2	1	.	.	-4	.	.	3
CC(C)c1ccc(C2NC(=O)CCC2[N+](=O)[O-])cc1 (stereo unspecified)	2	0	7	-1	1	10	4	0	-10
Cc1cc(C)cc(C(=O)OCC(=O)NC(=O)NC2CCCC2)c1	2	1	3	-1	3	11	.	0	8
Cc1ccc(NC(=O)c2cc(S(=O)(=O)N3CCOCC3)c(Br)s2)cc1	-4	2	-3	-2	-12	5	-4	-12	0
CSc1ccc(CN2C(=O)NC3(CCCCC3)C2=O)cc1	-3	9	1	3	1	-6	3	-3	1
CCOC(=O)CSc1nc2c(c(=O)[nH]c(=O)n2C)n1CCc1ccccc1	1	5	2	5	1	1	3	4	7
C[C@H](NC(=O)c1nc[nH]c1C(=O)N[C@@H](Cc1ccccc1)C(=O)OCc1ccccc1)C(=O)OCc1ccccc1	-4	-13	-2	-9	-17	-25	-10	-42	-19
CC(C)(C)c1cccc(OCCCSc2ncccn2)c1	2	3	2	5	3	3	3	8	2
CCOC(=O)C1=C(C)NC(C)=C(C(=O)OC)C1c1cccc([N+](=O)[O-])c1 (stereo unspecified)	-4	-4	8	12	5	-7	4	9	10
COc1nc(C)cc(C)c1S(=O)(=O)c1ccccc1C	-4	4	5	2	0	-6	0	-4	4
O=C1c2ccccc2S(=O)(=O)c2cc(C(=O)N3CCCC3)ccc21	-2	1	2	1	7	-4	-6	13	5
CCCc1cc(=O)[nH]c(SCC(=O)N2C(C)CCCC2C)n1 (stereo unspecified)	4	18	8	9	3	24	-1	8	0
O=C(O)/C=C/c1ccc2noc(-c3ccccc3)c2c1	-2	20	-2	-5	2	11	-4	-7	5
CN(CC(=O)O)S(=O)(=O)c1ccc2[nH]c(=O)c(=O)[nH]c2c1	-2	1	14	10	0	2	0	3	-5
C=CCn1c2c(c(=O)[nH]c1=S)CN(C(C)c1ccccc1)CN2 (stereo unspecified)	-3	-1	3	-10	-1	-1	2	1	0
O=C(O)C1=CCCN(CCON=C(c2ccccc2)c2ccccc2)C1	-2	6	2	-6	2	10	2	-3	11
O=C(O)C1CC(c2ccc(F)cc2)=NO1 (stereo unspecified)	2	7	-2	-7	-2	-5	4	3	-2
More structures.
SMILES	PAD4 FP inh	PAFAH1B2 FP inh	pPAFAH inh	PREPL inhibitor	LYPLA1 inh	PAFAH2 inh	GSTO1 inh	LYPLA2 counter	PAFAH1B3 inh
O=C(CCc1ccccc1)Nc1ccc(Cl)cn1	-2	8	7	2	0	7	-3	1	6
COC(=O)[C@@]1(Cc2ccc(F)cc2)[C@H]2c3cc(C(=O)N4CCCC4)n(CCc4ccccn4)c3C[C@H]2CN1C(=O)c1ccccc1	-8	.	0	9	0	.	-3	-2	.
COc1cccc(C2c3[nH]c4ccccc4c3C[C@H]3C(=O)N(CCCOC(C)C)CC(=O)N23)c1 (stereo partly specified)	0	-2	9	4	-3	10	8	11	-1
CC(=O)Nc1cc(NC(C)=O)cc(C(=O)N2CCCC3CCCCC32)c1 (stereo unspecified)	-4	3	9	5	4	1	15	10	8
N=c1c(C(=O)NCC2CCCO2)cc2c(=O)n3ccccc3nc2n1Cc1cccnc1 (stereo unspecified)	6	-2	0	23	-3	2	3	4	-1
O=C(NC1CCCCC1)C(c1cccs1)N(C(=O)C(F)(F)F)c1ccccc1 (stereo unspecified)	1	0	4	3	4	-2	3	8	4
CC(C)[C@H]1COCCS(=O)(=O)N1Cc1ccccc1-c1cccc(Cl)c1	5	4	-1	.	.	2	.	.	3
O=C(O)CC/C(=N\NC(=O)CNC(=O)/C=C/c1ccccc1)c1ccccc1	-6	-1	2	7	-4	2	1	-5	0
COc1cccc(C2C(C(=O)c3cc4ccccc4o3)=C(O)C(=O)N2c2cc(C)on2)c1 (stereo unspecified)	-2	4	2	11	-2	7	-16	-1	6
Cc1ccc(C(=O)Nc2ccc3ncccc3c2)cc1	-5	6	6	-5	0	-8	-1	8	14
O=C(CCCCCn1c(=S)[nH]c2ccc(N3CCOCC3)cc2c1=O)NCCc1ccccc1	-1	2	3	21	-2	2	-2	-2	5
O=S(=O)(NC12CC3CC(CC(C3)C1)C2)c1ccc(F)cc1	-2	28*	3	5	-3	0	6	-6	6
CC1CCCCN1C(=O)CSc1nnc(-c2ccco2)n1CC1CCCO1 (stereo unspecified)	-4	3	-5	13	-1	-3	-6	-5	8
CCS(=O)(=O)N1CCN(c2cccc(C)c2C)CC1	-2	1	2	-8	0	0	-3	2	3
CC1CCN(S(=O)(=O)c2ccc(S(=O)(=O)NCc3ccco3)cc2)CC1	-2	30*	4	2	0	7	1	0	1

Just PAFAH1B3 inh, PAD4 FP inh and PREPL inhibitor, for some of the entries so far:
molecule	PAFAH1B3 inh	PAD4 FP inh	PREPL inhibitor
O=C(c1ccc(S(=O)(=O)Nc2ccccc2Cl)cc1)N1CCCC1	-4	1	20
CN(c1ccccc1)S(=O)(=O)c1ccc(C(=O)NCc2cccs2)cc1	10	-5	-7

Further results follow:
SMILES	PAD4 FP inh	PAFAH1B2 FP inh	pPAFAH inh	PREPL inhibitor	LYPLA1 inh	PAFAH2 inh	GSTO1 inh	LYPLA2 counter	PAFAH1B3 inh
COC(=O)c1c(NC(C)=O)csc1C	0	.	-6	-11	2	.	-3	-4	.
CCOC(=O)c1c(NC(C)=O)sc2c1CCN(Cc1ccccc1)C2	-3	5	0	-2	0	5	-1	-1	6
CC1CN(CCS(=O)(=O)c2cc(Cl)ccc2Cl)CC(C)O1 (stereo unspecified)	-2	8	3	0	1	-15	5	3	-1
CN(C)S(=O)(=O)N1CCN(CC(=O)Nc2cc(Cl)ccc2Cl)CC1	-3	7	3	2	-2	4	1	-2	-2
